# Screening results from PubChem.
# pAkt inh: inhibitors of Akt phosphorylation. Neuro2A IGF-stimulated pAkt S473 HTRF, 20 min; stronger effect = lower value. 360,000 tested, 0.32% active. activity change, % for hits at 50 µM. AID 651550; in the data active = activity change below about -80%; inconclusive = mostly about -51% to -80%; note: % is set by controls: 0 for no effect and ±100 for the full control effect
#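 Neuro2A cells in DMEM with 0.5% FBS, overnight at 37 deg C, given compound at single 50 µM final, then IGF (6 nM final) for 20 min at 37 deg C. Lysed; phospho-Akt Ser473 by HTRF after 24 h, 665/615 ratio.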
# EPAC2 agonist: activates human EPAC2 exchange factor. Q8WZA2. EPAC2 activation, biochemical qHTS; response scale: 100% = 6.5 mM cAMP response. Potency, µM (top dose mostly 154 µM), for inactives: top-dose activation, usual class: activators. 360,000 tested, 0.079% active. AID 720711; note: potency is the fitted concentration of half-maximal effect; nearly all actives have a fitted effect of over 50% in size
# Target sequence (Q8WZA2 whole entry, looked up): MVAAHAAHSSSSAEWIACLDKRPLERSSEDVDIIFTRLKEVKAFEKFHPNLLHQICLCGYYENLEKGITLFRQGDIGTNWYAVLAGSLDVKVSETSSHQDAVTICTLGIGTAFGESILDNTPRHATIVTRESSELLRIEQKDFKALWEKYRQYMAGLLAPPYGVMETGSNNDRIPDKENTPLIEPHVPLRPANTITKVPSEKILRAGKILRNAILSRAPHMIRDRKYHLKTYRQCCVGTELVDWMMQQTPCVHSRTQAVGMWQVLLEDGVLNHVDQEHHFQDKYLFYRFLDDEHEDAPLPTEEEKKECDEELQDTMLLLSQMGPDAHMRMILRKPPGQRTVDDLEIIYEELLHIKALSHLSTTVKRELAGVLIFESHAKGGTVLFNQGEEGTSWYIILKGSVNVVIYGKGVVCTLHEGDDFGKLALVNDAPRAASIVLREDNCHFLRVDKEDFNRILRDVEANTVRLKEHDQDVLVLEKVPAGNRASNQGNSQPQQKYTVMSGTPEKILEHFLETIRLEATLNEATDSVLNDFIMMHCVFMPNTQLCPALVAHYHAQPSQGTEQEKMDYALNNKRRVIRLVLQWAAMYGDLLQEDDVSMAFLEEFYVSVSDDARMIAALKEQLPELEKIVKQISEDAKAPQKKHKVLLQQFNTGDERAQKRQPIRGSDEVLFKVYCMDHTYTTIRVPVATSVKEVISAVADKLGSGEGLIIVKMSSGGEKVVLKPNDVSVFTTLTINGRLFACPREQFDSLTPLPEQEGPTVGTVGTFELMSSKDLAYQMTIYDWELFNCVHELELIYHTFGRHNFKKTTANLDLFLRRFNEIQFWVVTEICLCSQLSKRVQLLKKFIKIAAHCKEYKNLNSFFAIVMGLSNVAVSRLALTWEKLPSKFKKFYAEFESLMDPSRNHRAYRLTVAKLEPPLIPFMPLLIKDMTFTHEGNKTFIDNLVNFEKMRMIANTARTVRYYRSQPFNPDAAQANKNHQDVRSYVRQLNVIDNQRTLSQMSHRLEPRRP
#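 Exchange assay: 100 nM EPAC2 with 250 nM Rap1B-BODIPY-GDP and 50 uM GDP. Fluorescence (ex 480/em 540 nm) read every 5 min for 30 min at room temperature. Data normalized to 6.5 mM cAMP as agonist control.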
# EPAC2 antagonist: antagonists of human EPAC2; EPAC2 GEF exchange of Rap1B-BODIPY-GDP, fluorescence; Potency, µM (highest dose often 114 µM), without a hit: at the highest dose activity, negative = inhibition, hits mostly inhibitors; 360,000 tested, 0.18% active; note: potency is the fitted concentration of half-maximal effect; % is set by controls: 0 for no effect and ±100 for the full control effect; nearly all actives have a fitted effect of over 45% in size; many of its hits are not listed in these tables
# The depositor's hits bear a star; i = inactive; u = inconclusive. Unless noted, calls come from the whole dose curve; as a rule, active = well fitted curve in the direction sought with a large enough effect; inconclusive = small, poorly fitted or top-dose-only effect, or another doubt; inactive = no such curve, though single readings can be large; an effect the other way counts as inactive or inconclusive. A portion of the library; count on the stated rates, not on these rows.
SMILES,pAkt inh,EPAC2 agonist,EPAC2 antagonist
CC(=O)N1CCC(c2nc3ccccc3n2C(C)C(=O)NCc2ccccc2)CC1 (stereo unspecified),i,3.6%,11.4%
COc1cc(N(C)C)ccc1[C@]1(O)C(=O)N(C)c2ccc(Br)cc21,i,-0.6%,-22.2%
COC(=O)C1=CN(c2ccc(Oc3ccccc3)cc2)C(N)=C(C#N)C1c1ccccc1 (stereo unspecified),i,9.5%,-4.9%
CC(C)NC(=O)C1(C)CN(S(C)(=O)=O)CC(=O)N1CCc1ccccc1F (stereo unspecified),i,0.9%,1.5%
CC(=O)C[C@@H]1OC2CCCCC2N1S(=O)(=O)c1ccc(C)cc1 (stereo partly specified),i,-3.7%,u
COC(=O)/C=C1\OCc2cc(OC)c(OC)cc21,i,1.5%,-14.2%
CC(C)CN1C(=O)CSCC1(C)C(=O)NC(C)C (stereo unspecified),i,13.1%,6.9%
COC(=O)[C@]12CCCCC=C1N(CCc1ccc(OC)c(OC)c1)C(=O)[C@H](CC(=O)NCc1cccc(C(F)(F)F)c1)C2,i,8.0%,-8.8%
CCC(C(=O)NC(C)(C)C)n1c(-c2ccc(C)cc2)nc2ccccc21 (stereo unspecified),i,14.2%,-2.7%
O=C(C(=O)N1CCCN(Cc2ccc(F)cc2)CC1)c1ccccc1,i,6.7%,0.4%
O=C(Nc1ccc(F)cc1)C(c1ccnc2ccccc12)N1CCN(C(=O)c2ccco2)CC1 (stereo unspecified),i,12.8%,0.5%
CN(C)C(=O)C[C@@H]1C=C[C@@H](NC(=O)C2CCC2)[C@@H](CO)O1,i,5.5%,-4.5%

# The last 6 entries of the section before are carried over, then new ones follow:
SMILES,pAkt inh,EPAC2 agonist,EPAC2 antagonist
CC(C)CN1C(=O)CSCC1(C)C(=O)NC(C)C (stereo unspecified),i,13.1%,6.9%
COC(=O)[C@]12CCCCC=C1N(CCc1ccc(OC)c(OC)c1)C(=O)[C@H](CC(=O)NCc1cccc(C(F)(F)F)c1)C2,i,8.0%,-8.8%
CCC(C(=O)NC(C)(C)C)n1c(-c2ccc(C)cc2)nc2ccccc21 (stereo unspecified),i,14.2%,-2.7%
O=C(C(=O)N1CCCN(Cc2ccc(F)cc2)CC1)c1ccccc1,i,6.7%,0.4%
O=C(Nc1ccc(F)cc1)C(c1ccnc2ccccc12)N1CCN(C(=O)c2ccco2)CC1 (stereo unspecified),i,12.8%,0.5%
CN(C)C(=O)C[C@@H]1C=C[C@@H](NC(=O)C2CCC2)[C@@H](CO)O1,i,5.5%,-4.5%
CC(C)NC(=O)C1(C)CN(S(C)(=O)=O)CC(=O)N1Cc1cccc(F)c1 (stereo unspecified),i,4.8%,6.5%
CCOC(=O)c1noc2c1CCC2,i,8.3%,10.2%
CCC(C(=O)NC1CCCC1)n1c(-c2ccncc2)nc2ccccc21 (stereo unspecified),i,7.3%,4.2%
O=C(NCc1ccccc1)C(c1ccc(-c2ccccc2)cc1)N1CCN(c2ccccc2F)CC1 (stereo unspecified),i,-3.7%,-20.1%
O=C(/C=C1\OCc2ccccc21)c1ccccc1,i,-4.4%,-3.2%
CCC(=O)Nc1ccc2c(c1)OC[C@@H](C)NC[C@@H](C)[C@@H](OC)CN(C)C2=O,i,7.1%,1.9%
Nc1nc2ccc(Cl)cc2cc1C(=O)NCCCN1CCOCC1,i,6.9%,1.4%
O=C(NCc1ccco1)C1C(=O)Nc2ccccc2C(=O)N1C1CCCCC1 (stereo unspecified),i,0.9%,5.5%
COC(=O)C1=CN(c2ccc(Oc3ccccc3)cc2)C(N)=C(C#N)C1c1cccc(F)c1 (stereo unspecified),i,11.3%,-14.8%
CO[C@@H]1CN(C)C(=O)c2cc(NC(=O)Nc3cc(F)ccc3F)ccc2OC[C@H](C)N(C(=O)c2cnccn2)C[C@@H]1C,i,-1.8%,4.1%
O=C(NCc1ccccc1)C(c1ccco1)N1CCN(C(=O)C2CCCO2)CC1 (stereo unspecified),i,11.8%,4.7%
COc1ccc(C(C(=O)NC2CCCC2)n2c(Cc3cc(F)cc(F)c3)nc3ccccc32)cc1 (stereo unspecified),i,-11.4%,-10.6%

# Some of these compounds in order of count of non-hydrogen atoms, high to low.
SMILES,pAkt inh,EPAC2 agonist,EPAC2 antagonist
O=C(NCc1ccccc1)C(c1ccc(-c2ccccc2)cc1)N1CCN(c2ccccc2F)CC1 (stereo unspecified),i,-3.7%,-20.1%
COc1ccc(C(C(=O)NC2CCCC2)n2c(Cc3cc(F)cc(F)c3)nc3ccccc32)cc1 (stereo unspecified),i,-11.4%,-10.6%
O=C(NCc1ccccc1)C(c1ccco1)N1CCN(C(=O)C2CCCO2)CC1 (stereo unspecified),i,11.8%,4.7%
O=C(NCc1ccco1)C1C(=O)Nc2ccccc2C(=O)N1C1CCCCC1 (stereo unspecified),i,0.9%,5.5%
CCC(C(=O)NC1CCCC1)n1c(-c2ccncc2)nc2ccccc21 (stereo unspecified),i,7.3%,4.2%
Nc1nc2ccc(Cl)cc2cc1C(=O)NCCCN1CCOCC1,i,6.9%,1.4%
CCOC(=O)c1noc2c1CCC2,i,8.3%,10.2%

# (more compounds)
SMILES,pAkt inh,EPAC2 agonist,EPAC2 antagonist
COc1ccc(NC(=O)C(c2ccc(C#N)cc2)n2c(=O)c(-c3ccco3)nc3ccccc32)cc1 (stereo unspecified),i,10.4%,-5.6%
COC(=O)C1=CN(c2ccc(F)cc2)C(N)=C(C#N)C1c1cccc(F)c1 (stereo unspecified),i,12.5%,-23.9%
Cc1cccc(C)c1NC(=O)C1(C)CSCC(=O)N1CCc1c[nH]c2ccccc12 (stereo unspecified),i,7.3%,12.4%
O=C(NCc1ccc2c(c1)OCO2)OCc1ccccc1,i,15.1%,-4.5%
Cc1ccc(S(=O)(=O)N2[C@H](CC(=O)c3cccs3)OC[C@@H]2C)cc1,i,11.9%,-26.0%
O=C(Nc1cc(Cl)cc(Cl)c1)N[C@@H]1CC[C@@H](CCNS(=O)(=O)c2cccc(F)c2)O[C@@H]1CO,i,6.1%,-6.3%
Nc1c(-c2ccc(C(F)(F)F)cc2)nc2ncccn12,i,3.0%,-18.8%
O=C(C[C@H]1CC[C@@H](NC(=O)Cc2cccnc2)[C@@H](CO)O1)NCc1ccc2c(c1)OCO2,i,6.8%,-0.9%
O=C(NC1CCCCC1)C(C1CC1)n1c(=O)c(-c2ccccc2)nc2ccccc21 (stereo unspecified),i,16.0%,3.2%
CCOC(=O)[C@]12CCCC=C1N(CCc1ccc(OC)c(OC)c1)C(=O)[C@H](CC(=O)NCc1ccc(C)o1)C2,i,-3.5%,0.7%
O=C(Nc1ccc2c(c1)OCCO2)C(c1ccncc1)n1c(=O)c(-c2cc3ccccc3[nH]2)nc2ccccc21 (stereo unspecified),i,16.8%,5.7%
COC(=O)C1=CN(c2ccc(Oc3ccccc3)cc2)C(N)=C(C#N)C1c1cccc(OC)c1OC (stereo unspecified),i,15.1%,-2.4%
O=C(NC1CCCC1)C(C1CC1)n1c(-c2ccccn2)nc2ccccc21 (stereo unspecified),i,0.0%,u
CC(C)c1cc(Cn2c3ccccc3c(=O)n2C(C)Cn2cc(-c3ccc(C(C)(C)C)cc3)nn2)on1 (stereo unspecified),i,-0.8%,-22.5%
Cc1ccc(OCc2nc3ccccc3n2C(C)C(=O)Nc2c(C)cccc2C)cc1 (stereo unspecified),i,0.3%,u
Cc1cc(NC(=O)OC(C)(C)C)c(-n2nnnc2C(C(=O)c2ccc3c(c2)OCO3)N2CCN(c3ccccn3)CC2)cc1C (stereo unspecified),i,-0.7%,-20.6%
CCOC(=O)CC1(C)Oc2cc(Cl)ccc2N1S(=O)(=O)c1ccc(C)cc1 (stereo unspecified),i,12.0%,-17.5%
C#CCn1c2ccccc2c(=O)n1CCOc1ccccc1OC,i,3.9%,-12.1%
N#Cc1cccnc1N1CCN(C(C(=O)NC2CCCC2)c2ccco2)CC1 (stereo unspecified),i,9.1%,15.0%
Cc1ccc(S(=O)(=O)N2[C@H](CC(=O)OCc3ccccc3)OC[C@@H]2C(C)C)cc1,i,7.2%,3.6%
COc1ccc(C(C(=O)Nc2ccc(F)cc2)N2CCN(CC(=O)N3CCCC3)CC2)cc1 (stereo unspecified),i,5.2%,-4.1%
COC(=O)C[C@H]1C=C[C@@H](NC(=O)c2ccncc2)[C@@H](CO)O1,i,5.2%,7.1%
COCC(=O)N[C@H]1CC[C@@H](CC(=O)OC)O[C@@H]1CO,i,5.4%,1.7%
Cc1ccccc1S(=O)(=O)NCC[C@@H]1CC[C@@H](NC(=O)C2CCCC2)[C@@H](CO)O1,i,2.5%,-8.3%
CC(C)NC(=O)C1(C)CN(S(C)(=O)=O)CC(=O)N1C1CCCCCC1 (stereo unspecified),i,1.2%,7.7%
COC(=O)[C@@]12C[C@@H](CC(=O)N3CCN(C(=O)C4CC4)CC3)C(=O)N(Cc3cccc4ccccc34)C1=CCC(C)(C)C2,i,-3.7%,-25.4%
Cc1ccc(S(=O)(=O)N2[C@H](CC(=O)OCc3ccccc3)OC[C@@H]2C)cc1,i,18.2%,-3.3%
COC(=O)C1(C(=O)OC)C[C@H](/C=C/c2ccccc2)N(Cc2ccccc2OC)[C@@H]1c1ccccc1,i,-7.4%,-8.0%
COC1=CC(=O)OC(c2ccc(C(F)(F)F)cc2)C1 (stereo unspecified),i,4.8%,-6.0%
COc1cc2c(cc1OCc1ccccc1)/C(=C/C(=O)OCc1ccccc1)OC2,i,5.3%,u
O=C(NCc1ccccc1)C(c1ccc(F)cc1)N1CCN(CCN2CCOCC2)CC1 (stereo unspecified),i,4.3%,11.1%
CCOC(=O)[C@]12CCCC=C1N(CCC1=CCCCC1)C(=O)[C@H](CC(=O)NCc1ccc(OC)c(OC)c1)C2,i,1.5%,-18.3%
CCNC(=O)C[C@@H]1C=C[C@@H](NS(=O)(=O)c2ccc(F)cc2)[C@@H](CO)O1,i,3.2%,4.3%
COc1ccc(C(C(=O)NCc2ccccc2)n2c(-c3ccccn3)nc3ccccc32)cc1 (stereo unspecified),i,12.0%,4.0%
CCCCNC(=O)C1C(c2ccccc2)=Nc2ccccc2N1C(=O)c1ccc(C)cc1 (stereo unspecified),i,-1.2%,-9.5%
CN(C)CC(=O)N[C@@H]1CC[C@@H](CCNS(=O)(=O)c2ccccc2)O[C@@H]1CO,i,2.6%,2.4%
COC(=O)[C@@]12C[C@@H](CC(=O)NCCc3ccccc3OC)C(=O)N(Cc3ccccc3)C1=CCC(C)(C)C2,i,-4.0%,-20.5%
O=C(NC1CCCC1)C(c1ccco1)N1CCN(c2c(Cl)cncc2Cl)CC1 (stereo unspecified),i,0.7%,-5.5%
COC(=O)[C@@]12C[C@@H](CC(=O)NCCCCc3ccccc3)C(=O)N(Cc3ccccc3)C1=CCC(C)(C)C2,i,6.1%,u
CCCCCCCCN1C(=O)[C@H](CC(=O)NCCC(C)C)C[C@@]2(C(=O)OCC)CCC=C12,i,-14.3%,-15.7%
COCCN1C(=O)CSCC1(C)C(=O)Nc1c(C)cccc1C (stereo unspecified),i,2.0%,6.4%
O=C(C[C@@H]1C=C[C@H](NC(=O)Cc2ccccn2)[C@@H](CO)O1)NCCc1ccccc1,i,5.5%,8.1%
Cc1ccc(-c2nc3ccccc3n2C(C(=O)NC(C)(C)C)C2CC2)cc1 (stereo unspecified),i,2.7%,0.1%
COc1ccc(N2CCN(C3C(=O)Nc4ccccc4-n4nnnc43)CC2)cc1 (stereo unspecified),i,6.9%,-6.5%
COC(=O)[C@@]12C[C@@H](CC(=O)N3CCCCC3)C(=O)N(Cc3ccccc3)C1=CCC(C)(C)C2,i,-4.1%,-7.0%
COC(=O)[C@@]12C[C@@H](CC(=O)NCC34CC5CC(CC(C5)C3)C4)C(=O)N(Cc3ccco3)C1=CCC(C)(C)C2,i,-0.1%,-18.7%
O=c1cccc(-c2cccc3ccccc23)o1,i,6.6%,-5.6%
Cc1nc2ccccc2n1C(c1cccnc1)c1nc2ccccc2[nH]1 (stereo unspecified),i,15.1%,3.3%
Cc1cccc(C)c1NC(=O)C(c1ccncc1)N1CCN(CCN(C)C)CC1 (stereo unspecified),i,4.0%,12.4%
O=C(Nc1ccc2c(c1)OCCO2)C(C1CC1)n1c(=O)c(-c2ccco2)nc2ccccc21 (stereo unspecified),i,21.0%,-9.9%
